Mito fusion act: blocks mitochondrial division or promotes mitochondrial fusion. AID 485298. 320,000 compounds, 0.23% hits. S. cerevisiae fusion-defective mutant growth rescue, CellTiterGlo 48 h. Potency, µM (doses to about 46.1 µM), for inactives: top-dose growth rescue (activation), most hits filed as activators;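 note: potency is the fitted concentration of half-maximal effect; % of control where 0% means no effect; nearly all actives have a fitted effect of over 45% in size; temperature-sensitive fusion mutants such as fzo1-1 at 37 °C on non-fermentable ethanol glycerol medium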
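Growth-rescue viability read-out: after 48 h at the non-permissive 37C in glycerol/ethanol YPEG, yeast mitochondrial fusion mutants are measured by CellTiterGlo luminescence; compounds (23 nl pinned per well) restoring growth score as division inhibitors or fusion activators.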
Integrin act MD: activates integrin-mediated alleviation for muscular dystrophy. Potency, µM (series often up to 38.3 µM), for inactives: top-dose activation, hits mostly activators. AID 624291. alpha7betagal myoblasts, beta-gal FDG fluorescence, 48 h. 350,000 compounds, 0.064% hits;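 note: potency is the fitted concentration of half-maximal effect; 100% = response of the positive control SU9516; nearly all actives have a fitted effect of over 60% in size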
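Alpha7betagal+/- myoblasts (passage 13) were plated 16-24 hr, then exposed to compounds (1:260 dilution of DMSO stock) for 48 hours at 37C. After MPER lysis, β-galactosidase reporter activity was read as FDG fluorescence (ex 480/em 540) after 30 minutes.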
AT treatment: potential ataxia-telangiectasia treatment; […] A-T fibroblasts, KAP-1 phosphorylation AlphaLISA; neocarzinostatin DNA damage 30 min before lysis; Potency, µM (series often up to 57.5 µM), for the others: at the top dose activation, most hits filed as activators; 320,000 compounds, 0.19% hits; AID 485349; note: potency is the fitted concentration of half-maximal effect; % of control where 0% means no effect; nearly all actives have a fitted effect of over 45% in size
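ATM-like activity read as KAP-1 phosphorylation via AlphaLISA donor/acceptor antibody pairs after lysis and 6 hr at 25C. Cells were ATM-null patient fibroblasts ([…], hTERT), dosed 60 min, then exposed to the DSB inducer NCS for 30 min.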
Eya2 phos inh: blocks the phosphatase activity of human Eya2. Potency, µM (top dose mostly 76.9 µM), inactives show top-dose activity, negative = inhibition, hits mostly inhibitors. AID 488837. O00167. recombinant Eya2, OMFP fluorescence dephosphorylation (OMFP is methylfluorescein phosphate). 330,000 compounds, 0.006% hits; note: potency is the fitted concentration of half-maximal effect; % is set by controls: 0 for no effect and ±100 for the full control effect
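Eya2 (0.2 uM) preincubated 10 min at ambient with compound, then OMFP substrate added at 50 uM; 10 min reaction in 50 mM HEPES pH 7.5, 50 mM NaCl, 5 uM MgCl2, 0.05% BSA, 1 mM DTT. Fluorescence read at Ex 485/Em 525 nm.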
BCR signal inh: chronic active BCR signaling inhibition; Potency, µM (highest dose often 46.1 µM), for the others: at the highest dose ratio change, negative = lower green/red ratio, most hits filed as inhibitors; 340,000 compounds, 0.05% hits; ABC-DLBCL IkBa-CBG/CBR reporter, luminescence ratio, 4 h; active = well fitted inhibition curve with a large enough effect in the signal ratio, with a control signal flat, not every such curve was filed as active; inconclusive = small, poorly fitted or top-dose-only effect, or effect the other way, or a change in a side signal; the % refers to the signal ratio;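 note: potency is the fitted concentration of half-maximal effect; plate controls were basal doxycycline-induced cells for no effect and cells given 10 µM MG132 for full effect; MG132 reads +100%, hits lower the ratio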
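Cell line TMD8 (human ABC DLBCL), stably expressing tet-inducible CBG68-IkBa fusion and CBR; IMDM/0.5% FBS; cpd up to 46 uM; dox induction, 4 h, 37C/5% CO2; dual luminescence; green/red ratio; MG132 control.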
ELG1 repair inh: ELG1-dependent DNA repair inhibition; HEK293T ELG1-luciferase reporter, luminescence, 16 h; DNA damage induced by 5-fluorouridine; Potency, µM (highest dose often 46.1 µM), for the others: at the top dose activity change, negative = inhibition, actives largely listed as inhibitors; 330,000 compounds, 2.3% hits; AID 504467; note: potency is the fitted concentration of half-maximal effect; % is set by controls: 0 for no effect and ±100 for the full control effect; nearly all actives have a fitted effect of over 55% in size
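5-Fluorouridine DNA damage + compound/DMSO, 2,000 cells/well, 16 h, 37 °C/5% CO2. ONE-Glo, 30 min RT, luminescence. Readout = decrease in reporter signal.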
PTAP TSG101 blk: blocks PTAP/TSG101 interaction to inhibit HIV-1 budding | Q99816 | 340,000 tested, under 10 active | Potency, µM (highest dose often 115 µM), for inactives: at the highest dose activity change, negative = inhibition, most hits filed as inhibitors | Fluorescence polarization, FITC-PTAP peptide / Tsg101 binding | AID 493005; active = well fitted inhibition curve with a large enough effect in the main read-out, with a control signal flat, not every such curve was filed as active; inconclusive = small, poorly fitted or top-dose-only effect, or effect the other way, or a change in a side signal; inactive = no such curve, though single readings can be large or run the other way; note: potency is the fitted concentration of half-maximal effect; % of control where 0% means no effect
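FP read-out: FITC-PTAP peptide, 50 nM final, binding Tsg101 binding domain, 10 uM final; 20 min, r.t.; 10 mM HEPES pH 7.5, 0.15 M NaCl, 0.01% Tween 20, 3 mM EDTA, 0.1 mM TCEP.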
TSHR antag: blocks TSH signaling through the human TSH receptor | P16473 | TSHR-expressing cells, TSH-stimulated cAMP HTRF, 2 h; active compounds read low | activity change, negative = inhibition, % at 11.5 µM | 330,000 compounds, 0.2% hits | AID 504810;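 active = activity change below a set negative limit, meaning inhibition stronger than a set level, cut at about -70% in these data; inconclusive = activity change between two set negative limits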; note: % is set by controls: 0 for no effect and ±100 for the full control effect
Target sequence (P16473 whole entry, looked up): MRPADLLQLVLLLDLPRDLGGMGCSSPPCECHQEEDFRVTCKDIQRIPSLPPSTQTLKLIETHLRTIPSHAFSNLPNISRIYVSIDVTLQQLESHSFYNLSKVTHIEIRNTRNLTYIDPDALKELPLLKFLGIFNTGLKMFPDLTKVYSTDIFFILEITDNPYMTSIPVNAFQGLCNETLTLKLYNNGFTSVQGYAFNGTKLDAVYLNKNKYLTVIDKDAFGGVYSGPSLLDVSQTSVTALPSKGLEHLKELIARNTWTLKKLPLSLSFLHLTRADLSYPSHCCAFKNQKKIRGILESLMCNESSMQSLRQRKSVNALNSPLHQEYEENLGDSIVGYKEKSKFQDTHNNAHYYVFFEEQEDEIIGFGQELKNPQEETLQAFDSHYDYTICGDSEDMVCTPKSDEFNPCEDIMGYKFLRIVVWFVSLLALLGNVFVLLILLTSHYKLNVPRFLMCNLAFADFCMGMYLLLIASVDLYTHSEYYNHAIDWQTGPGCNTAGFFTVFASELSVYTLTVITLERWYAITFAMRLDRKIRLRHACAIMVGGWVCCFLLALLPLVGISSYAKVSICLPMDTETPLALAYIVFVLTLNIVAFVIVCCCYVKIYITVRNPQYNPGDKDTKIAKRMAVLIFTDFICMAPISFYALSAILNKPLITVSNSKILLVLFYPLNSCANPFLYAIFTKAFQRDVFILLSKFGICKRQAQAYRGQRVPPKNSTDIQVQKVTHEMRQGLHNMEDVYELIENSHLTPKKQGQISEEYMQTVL
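TSHR-expressing cells were treated with compounds, then stimulated with TSH at EC80 (4nM final) for 2 hours at 37 deg C. Cellular cAMP was measured by HTRF competition between lysate cAMP and cAMP-d2 for a cryptate-labelled anti-cAMP antibody.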
S-ASM inh: human S-ASM enzyme inhibition; P17405; placental ASM, HMU-PC fluorogenic substrate, 60 min; Potency, µM (titrated, usually from 57.5 µM), inactives show at the top dose activity change, negative = inhibition, most hits filed as inhibitors; 340,000 compounds, 0.006% hits; AID 504937; note: potency is the fitted concentration of half-maximal effect
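Steps: dispense placental human ASM, pin compound, wait 10 min at room temperature, add HMU-PC0 substrate at 9 uM final, incubate 60 min at 37 °C, add stop solution raising pH to 10, read fluorescence.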
Tb PFK block: inhibitors of T. brucei phosphofructokinase; T. brucei PFK, ADP-Glo luminescence; Potency, µM (doses to about 57.5 µM), inactives show at the highest dose activity, negative = inhibition, most hits filed as inhibitors; 330,000 compounds, 0.17% hits; AID 485367;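 note: potency is the fitted concentration of half-maximal effect; 0% = uninhibited 1x PFK enzyme wells and -100% = no-enzyme wells; nearly all actives have a fitted effect of over 60% in size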
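In TEA buffer at pH 8.0 with 5 mM MgCl2, enzyme (1.25 nM) converted F6P (0.5 mM) and ATP (0.1 mM) for 45 min at room temperature. ADP product was read by luciferase luminescence.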
TCR act: activates T cell receptor signaling; primary human leukocytes, anti-CD3, IL-2 HTRF, 48 h; Potency, µM (highest dose often 9.22 µM), without a hit: at the highest dose activation of IL-2 secretion, hits mostly activators; 330,000 tested, under 10 active; note: % of control where 0% means no effect
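48 hr co-incubation of compounds, a-CD3 beads and primary human leukocytes; IL-2 quantified homogeneously by HTRF with anti-IL-2 K and d2 conjugates.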
Numbers without * were called inactive; i = inactive; u = inconclusive; x = not tested or not shown; [ ] = remark or other dose. Unless noted, calls come from the whole dose curve; as a rule, active = well fitted curve in the direction sought with a large enough effect; inconclusive = small, poorly fitted or top-dose-only effect, or another doubt; inactive = no such curve, though single readings can be large; an effect the other way counts as inactive or inconclusive.

SMILES	Mito fusion act	Integrin act MD	AT treatment	Eya2 phos inh	BCR signal inh	ELG1 repair inh	PTAP TSG101 blk	TSHR antag	S-ASM inh	Tb PFK block	TCR act
COc1cccc(C(C(=O)NC2CCCC2)N(C(=O)c2ccco2)c2ccc(-n3cnnn3)c(C)c2)c1OC (stereo not drawn)	0%	11%	0%	1%	-15%	-4%	-8%	-16	3%	-4%	1%
COc1ccc(-c2ccc(C#N)c(SCC(=O)Nc3sc4c(c3C#N)CCC4)n2)cc1OC	1%	11%	0%	-30%	u	u	9%	-7	57%[activator]	6%	-15%
O=C(CN1CCN(C(=O)C2CCCO2)CC1)Nc1ccc(F)cc1 (stereo not drawn)	2%	1%	-8%	-4%	-7%	8%	-6%	13	3%	1%	0%
CN(C)/C=N/c1ncc(C(=O)c2ccc(Cl)cc2Cl)s1	4%	3%	2%	16%	-3%	0%	-4%	10	87%[activator]	-1%	11%
C=C(C)CN(CC)C(=O)CN1C(=O)NC(C)(c2ccc3ccccc3c2)C1=O (stereo not drawn)	-13%	17%	-6%	1%	-4%	-2%	-10%	-2	1%	7%	0%
CCc1sc(C(=O)N2CCN(c3ncccn3)CC2)cc1Br	0%	23%	3%	0%	u	0%	-1%	-3	-2%	1%	3%
CNC(=O)c1ccsc1NC(=O)c1ccccc1	u	-7%	16%	-5%	-7%	u	-7%	-13	-6%	7%	2%
Cc1ccccc1S(=O)(=O)Cc1ccc(C(=O)NCc2cccnc2)o1	0%	13%	-3%	3%	4%	u	-4%	9	-5%	9%	-7%
CCN(Cc1ccccc1)C(=O)c1ccc(Cl)cc1[N+](=O)[O-]	23%	2%	1%	-2%	8%	-4%	-2%	12	1%	4%	10%
Cc1cc(C)cc(OCc2nnc(SCC(=O)Nc3ccccc3)o2)c1	2%	-16%	5%	-22%	-3%	6%	0%	-5	-1%	1%	5%
COc1ccc(C)cc1NC(=O)CSc1nnc(COc2ccc(C)cc2)n1Cc1ccco1	-1%	0%	4%	-4%	0%	u	-1%	1	-9%	0%	3%
CC(=O)c1cccc(NC(=O)C2CCN(C(=O)c3ccc([N+](=O)[O-])cc3)CC2)c1	0%	-16%	2%	7%	-2%	-5%	-7%	1	-5%	1%	-1%
COCCN(C(=O)CSc1nnc(-c2ccccc2OC)o1)c1c(N)n(CC(C)C)c(=O)[nH]c1=O	4%	16%	3%	3%	u	17%	-3%	0	2%	25%	4%
O=C(CCS(=O)(=O)c1ccccc1)Nc1nnc(C(F)(F)F)s1	-23%	0%	-2%	-2%	u	-23%	-6%	-10	0%	0%	11%
CCS(=O)(=O)n1nc(NCc2cccc(OC)c2)nc1NCc1cccc(OC)c1	-1%	-12%	4%	-26%	u	-21%	-1%	0	-3%	0%	-4%
CCOc1ccc(NC(=O)N2CCC(C(=O)c3ccc(F)cc3)CC2)cc1	1%	-31%	1%	-1%	-2%	-6%	-4%	-9	-3%	-3%	7%
O=C(NC(c1ccccc1)c1ccccc1)c1ccc(S(=O)(=O)C(F)F)cc1	-2%	3%	-3%	9%	7%	-9%	-4%	-6	-1%	-2%	0%
Cc1ccc(-c2cc(=O)[nH][nH]2)c(C)c1	-2%	9%	1%	-20%	0%	2%	-4%	-4	0%	2%	-1%
CC1CCC2(CC1)NC(=O)N(CC(=O)NC(C)c1ccc(F)c(F)c1)C2=O (stereo not drawn)	-2%	u	0%	-6%	-1%	-1%	-3%	33	-1%	-7%	-6%
COc1ccc(C2CC(c3ccc(F)cc3)n3nc(NC(=O)c4ccco4)nc3N2)cc1 (stereo not drawn)	-1%	0%	-8%	-9%	9%	-9%	-2%	7	-1%	-2%	4%

The last two entries of the section before come first, to join the parts:
SMILES	Mito fusion act	Integrin act MD	AT treatment	Eya2 phos inh	BCR signal inh	ELG1 repair inh	PTAP TSG101 blk	TSHR antag	S-ASM inh	Tb PFK block	TCR act
CC1CCC2(CC1)NC(=O)N(CC(=O)NC(C)c1ccc(F)c(F)c1)C2=O (stereo not drawn)	-2%	u	0%	-6%	-1%	-1%	-3%	33	-1%	-7%	-6%
COc1ccc(C2CC(c3ccc(F)cc3)n3nc(NC(=O)c4ccco4)nc3N2)cc1 (stereo not drawn)	-1%	0%	-8%	-9%	9%	-9%	-2%	7	-1%	-2%	4%
CCOc1cc(C(=O)O)cc(Cl)c1OCC#N	1%	1%	-2%	-1%	14%	1%	-3%	1	0%	3%	-22%
CCOc1ccccc1NC(=O)CN1C(=O)NC(Cc2c[nH]c3ccccc23)C1=O (stereo not drawn)	-16%	18%	-7%	-12%	-5%	1%	-6%	7	3%	2%	-3%
COc1ccc(CN2CCN(C(=O)Cn3ncn4cccc4c3=O)CC2)c(OC)c1OC	1%	-4%	11%	6%	1%	u	-5%	-6	5%	0%	-2%
COc1ccc(C(=O)N2CC(=O)Nc3ccccc32)cc1S(=O)(=O)N1CCOCC1	-12%	15%	18%	-8%	-3%	4%	-5%	-1	1%	0%	-6%
COc1ccc(OC)c(CN2CCCC(C(=O)c3ccccc3SC)C2)c1 (stereo not drawn)	-1%	-35%	-7%	-11%	-1%	u	-2%	-9	2%	-2%	3%
C=CCn1cc(C(=O)OCC)c(=O)c2ccc(F)cc21	-3%	-12%	-5%	-2%	-3%	2%	-7%	0	3%	-7%	-14%
CCOC(=O)c1cc(C#N)c(N2CCCNCC2)nc1C(F)(F)F	-19%	-1%	18%	-9%	-1%	3%	-8%	0	3%	-9%	-10%
COC(=O)CCC(=O)NC(=S)Nc1ccc(S(=O)(=O)Nc2cc(OC)nc(OC)n2)cc1	-7%	4%	-1%	-6%	0%	-9%	-3%	-9	5%	3%	-1%[46.1 µM]
O=C(O)CC/C(=C\c1ccc(N2CCCC2)c([N+](=O)[O-])c1)c1nc2ccccc2s1	0%	28%	0%	0%	u	-3%	-7%	-9	-13%	u	-7%
Cn1c2c(c(=O)n(C)c1=O)C(CC(=O)Nc1ccccc1F)C(=O)N2 (stereo not drawn)	-2%	11%	14%	6%	u	5%	-4%	-2	4%	0%	-2%
COc1ccc(C2(CNC(=O)c3ccccc3[N+](=O)[O-])CCOCC2)cc1	-1%	-10%	2%	0%	u	-8%	0%	7	-2%	-10%	2%
Cc1ncoc1C(=O)N1CCCC(C(=O)c2cccc(OC(C)C)c2)C1 (stereo not drawn)	10%	-19%	7%	1%	13%	10%	1%	-13	4%	-8%	0%
CCOc1ccc(Nc2nc(N3CCCC3)nc(N3CCN(c4ccc(OC)cc4)CC3)n2)cc1	25%	1%	-2%	6%	-15%	8%	-1%	5	u	1%	-12%
COc1ccc(-n2c(C)nc3cc(C(=O)NCc4ccc5c(c4)OCO5)ccc32)cc1	-7%	11%	1%	-1%	-5%	-10%	-8%	-7	-1%	-2%	-2%[46.1 µM]
Cc1ccc2cc(C#N)c(NCCNC(=O)C3CC3)nc2c1C	1%	-6%[7.66 µM]	5%	5%	1%	21µM*	-3%	-13	265%[activator]	-6%	1%
COc1cccc(-c2nc3ccc(C(=O)N4CCCC(O)C4)cc3o2)c1 (stereo not drawn)	-3%	23%	3%	-10%	0%	u	0%	-1	-4%	-3%	3%
N#Cc1c(C(F)(F)F)cc(-c2ccccc2)[nH]c1=O	1%	-20%	19%	13%	12%	8%	-6%	-6	i	4%	-10%
CC(C)(O)[C@H](O)Cc1cc2ccc(=O)oc2cc1O[C@@H]1O[C@H](CO)[C@@H](O)[C@H](O)[C@H]1O	x	-7%	-4%	-2%	0%	7%	2%	-1	15%	1%	0%
O=[N+]([O-])c1cccc(-c2noc(-c3ccco3)n2)c1	7%	5%	4%	-9%	u	u	1%	-3	-1%	0%	-5%
COc1cccc(NC(=O)Cn2nnc(C(=O)NCc3ccc4c(c3)OCO4)c2N)c1	1%	0%	9%	-2%	-11%	10%	-5%	7	-5%	2%	-1%
COc1ccc(S(=O)(=O)NNC(=O)C2Cc3c(ccc4ccccc34)O2)cc1 (stereo not drawn)	6%	-31%	-4%	8%	-4%	u	-8%	-22	-6%	0%	x

Compound activity as filed in PubChem BioAssay.
